GALK inhibitor: qHTS Assay for Inhibitors of Human Galactokinase (GALK): NCGC Sytravon Library Screen | P51570 | recombinant GALK, Kinase-Glo ATP luminescence, 1 h | 44,000 tested, under 10 active | AID 1347072, 2019 | Potency, µM (titrated, usually from 57.5 µM), for the others: at the top dose activity, negative = inhibition, actives largely listed as inhibitors;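 also: plate controls were full GALK reaction for no effect and reaction lacking GALK for full effect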
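Reactions with and without enzyme served as controls. GALK at 5 nM phosphorylates 100 uM galactose using 35 uM ATP (HEPES pH 8.0, Mg2+) for 1 h at RT, with luminescence read 10 min after adding Kinase-Glo Plus.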
B2AR arrestin ag: qHTS assay of beta-arrestin-biased ligands of beta2-adrenergic receptor: NCGC Sytravon Library Screen | Beta-2 adrenergic receptor (Homo sapiens), P07550 | HTLA Tango cells, beta-arrestin recruitment, luciferase luminescence, 18 h | Potency, µM (doses to about 46.1 µM), for the others: at the highest dose activation, most hits filed as activators | 44,000 tested, under 10 active | AID 1347077, 2019;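 also: potency is read from the fitted curve at half-maximal effect; 0% = DMSO and full agonism = EC100 isoproterenol or metaproterenol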
Target sequence (P07550 whole entry, looked up): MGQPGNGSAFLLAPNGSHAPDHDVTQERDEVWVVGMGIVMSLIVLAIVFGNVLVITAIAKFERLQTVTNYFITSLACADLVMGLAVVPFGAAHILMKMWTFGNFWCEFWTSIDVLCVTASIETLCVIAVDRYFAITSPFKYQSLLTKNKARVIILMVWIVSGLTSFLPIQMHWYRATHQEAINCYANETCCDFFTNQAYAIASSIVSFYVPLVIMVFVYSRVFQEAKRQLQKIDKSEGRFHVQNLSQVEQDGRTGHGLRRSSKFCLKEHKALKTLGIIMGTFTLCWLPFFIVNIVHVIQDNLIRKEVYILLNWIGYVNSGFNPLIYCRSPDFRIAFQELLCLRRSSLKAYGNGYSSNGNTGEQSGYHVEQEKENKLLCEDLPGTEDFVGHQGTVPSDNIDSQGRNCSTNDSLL
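Tango cell line, 1% FBS DMEM; cpd titration up to 46 microM; 18 hr, 37 degrees C, 5% CO2. Luciferin/ATP substrate mix added, 15 min RT, luminescence. %Activity, CRC fitting, curve-class categorization.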
FH mod: Identification of activators of human fumarate hydratase by quantitative high-throughput screening; Potency, µM (series often up to 79.9 µM), inactives show top-dose activity change, negative = inhibition, most hits filed as inhibitors; FH coupled MDH/diaphorase resazurin fluorescence, 15 min; 54,000 compounds, 0.22% hits; Fumarate hydratase, mitochondrial (Homo sapiens), P07954; also: potency is read from the fitted curve at half-maximal effect; % is scaled to controls: 0 for no effect and ±100 for the full control effect; the screen sought activators but most active calls are inhibition curves; nearly all actives have a fitted effect of over 45% in size
Target sequence (P07954 whole entry, looked up): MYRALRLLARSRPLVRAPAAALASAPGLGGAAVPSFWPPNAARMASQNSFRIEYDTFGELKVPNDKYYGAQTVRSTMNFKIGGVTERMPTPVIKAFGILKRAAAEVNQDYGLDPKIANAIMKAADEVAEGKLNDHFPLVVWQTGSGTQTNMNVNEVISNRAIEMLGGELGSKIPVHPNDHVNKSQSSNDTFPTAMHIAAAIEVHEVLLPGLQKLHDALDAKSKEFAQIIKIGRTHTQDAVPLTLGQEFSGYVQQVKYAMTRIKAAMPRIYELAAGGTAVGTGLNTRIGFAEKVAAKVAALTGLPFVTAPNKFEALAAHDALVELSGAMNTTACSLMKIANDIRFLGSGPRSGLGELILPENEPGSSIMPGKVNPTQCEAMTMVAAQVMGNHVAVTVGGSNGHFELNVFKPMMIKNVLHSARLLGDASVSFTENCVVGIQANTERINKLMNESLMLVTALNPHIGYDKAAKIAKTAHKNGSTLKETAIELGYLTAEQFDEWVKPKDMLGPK
p53null 39C tox: qHTS Screen for Compounds that Selectively Target Cancer Cells with p53 Mutations: Cytotoxicity of p53 Null Cells at the Nonpermissive Temperature; H1299 p53-null (neo) cells, 39C, ATPlite viability, 24 h; Potency, µM (highest dose often 46.1 µM), for the others: top-dose activity, negative = cell killing, usual class: cytotoxic; 55,000 compounds, 0.97% hits; AID 904, 2007;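 also: potency is read from the fitted curve at half-maximal effect; 0% = DMSO only and -100% = full killing by 100 µM tamoxifen; nearly all actives have a fitted effect of over 50% in size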
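H1299 lung cancer cells, p53-null (H1299-neo) or expressing p53 A138V (H1299-p53A138V), were plated overnight at 37C, then exposed to compounds at up to 46 uM for 24 hr at 39C. Viability was read by ATP-based luminescence.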
NTMT1 inhibitor: Primary qHTS for Inhibitors of N-terminal methyltransferase 1 (NTMT1): MTaseGlo Assay; N-terminal Xaa-Pro-Lys N-methyltransferase 1 (Homo sapiens), Q9BV86; Potency, µM (highest dose often 114 µM), without a hit: at the highest dose activity change, negative = inhibition, most hits filed as inhibitors; NTMT1 MTase-Glo SAH luminescence, purified enzyme; 59,000 compounds, 2.5% hits;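 also: potency is read from the fitted curve at half-maximal effect; plate controls were DMSO vehicle for no effect and no enzyme for full effect; nearly all actives have a fitted effect of over 65% in size; many of its hits are not listed in these tables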
p53null 32C kill: qHTS Screen for Compounds that Selectively Target Cancer Cells with p53 Mutations: Cytotoxicity of p53 Null Cells at the Permissive Temperature; Potency, µM (titrated, usually from 46.1 µM), without a hit: at the top dose activity change, negative = cytotoxicity, actives largely listed as cytotoxic; H1299-neo p53 null cells, ATP luminescence, 24 h, 32C; 55,000 compounds, 0.62% hits;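 also: potency is read from the fitted curve at half-maximal effect; 0% = DMSO only and -100% = full killing by 100 µM tamoxifen; nearly all actives have a fitted effect of over 55% in size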
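ATP-content luminescence in p53-null H1299-neo cells after 24 h compound exposure (up to 46 uM) at 32C permissive temperature; 0% and 100% killing set by DMSO and 100 uM tamoxifen; Hill-equation AC50.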
TSG101-PTAP inh: qHTS Validation Assay for Inhibitors of HIV-1 Budding by Blocking the Interaction of PTAP/TSG101: Sytravon Library Screen; Fluorescence polarization, FITC-PTAP peptide/Tsg101, 20 min; Potency, µM (series often up to 115 µM), for the others: top-dose activity change, negative = inhibition, most hits filed as inhibitors; 44,000 tested, under 10 active; AID 1347069, 2019; also: potency is read from the fitted curve at half-maximal effect; 0% is about no effect
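Fluorescence polarization: Tsg101 binding domain (10 uM final) in 10 mM HEPES pH 7.5, 0.15 M NaCl, 0.01% Tween 20, 3 mM EDTA, 0.1 mM TCEP; compounds pinned; FITC-PTAP peptide 50 nM final; 20 min, r.t.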
The depositor's hits bear a star; ? = inconclusive; . = no result given; [ ] = remark or other dose. Calls follow the shape of the dose curve; as a rule, active = well fitted curve in the direction sought with a large enough effect; inconclusive = small, poorly fitted or top-dose-only effect, or another doubt; inactive = no such curve, though single readings can be large; an effect the other way counts as inactive or inconclusive.

Results follow in this order: GALK inhibitor | B2AR arrestin ag | FH mod | p53null 39C tox | NTMT1 inhibitor | p53null 32C kill | TSG101-PTAP inh
> Cc1ccc(C)c(NC(=O)Cn2c(=O)n(Cc3ccc4c(c3)OCO4)c(=O)c3ccccc32)c1
    -1% | -1% | -1% | -1% | 1% | 4% | -1%
> O=C(Cn1c(-c2cccs2)cc2cc(F)ccc21)N1CCN(c2cccc(Cl)c2)CC1
    -8% | -1% | 7% | 6% | 5% | -8% | -2%
> Cc1ccc2oc(=O)n(CCNC(=O)Nc3ccc(C)c(F)c3)c2c1
    2% | -1% | -11% | ? | 12% | 0% | 0%
> COc1cccc(-c2oc3ccc(C)cc3c(=O)c2O)c1
    0% | 1% | -18% | 22µM* | -8% | ? | -1%
> COc1ccc(OC)c(CCNC(=O)Cn2nc(C)n3c(cc4sccc43)c2=O)c1
    1% | 1% | 9% | -20% | 11% | -5% | -1%
> COc1ccc(C(=O)CSc2nc3cc(C(=O)NC4CCCC4)ccc3c(=O)n2CC2CCCO2)cc1 (stereo not drawn)
    0% | -1% | 11% | ? | -2% | -1% | 0%
> COCCN(CCOC)c1ncnc2c1c(-c1ccccc1)cn2-c1ccc(C)c(Cl)c1
    -1% | 0% | -22% | 2% | 2% | -5% | -6%
> CCOc1ccc(S(=O)(=O)N(CC(=O)NCCSc2ccccc2)c2ccccc2)cc1
    -1% | -2% | 6% | -11% | ? | 2% | -1%
> O=C(COC(=O)c1cccc(NC(=O)c2ccc(Br)cc2)c1)c1ccc(Cl)cc1
    0% | 1% | 7% | -29% | -17% | -19% | -3%
> COc1ccccc1N1CCN(S(=O)(=O)c2ccc3c(c2)CCCN3C(C)=O)CC1
    3% | 0% | 3% | 13% | -2% | -10% | -3%
> COc1cc(OC)c(NC(=O)CCc2c(C)nc3c4c(C)cc(C)nc4nn3c2C)cc1Cl
    -12% | -1% | -13% | 11% | 4% | -7% | 3%
> COc1ccccc1N1CCN(c2cc(C)nc3nc(-c4ccc(Cl)cc4)nn23)CC1
    -4% | -2% | -9% | -33% | ? | -5% | 3%
> N#C/C(=C\c1cc(Br)c(O)c(Br)c1)c1nc2ccccc2c(=O)[nH]1
    0% | 0% | ? | -8% | ? | 16% | 62%[activator]
> CCCCN(CC)C(=O)CSc1nc2n[nH]c(C)c2c(=N)n1-c1ccc(CC)cc1
    4% | 8% | ? | 10% | ? | ? | 0%
> CC(=O)N1CCCc2cc(S(=O)(=O)Nc3ccc(OC(F)(F)F)cc3)ccc21
    -9% | -1% | -19% | 3% | ? | 5% | -3%
> CCOc1ccc(NC(=O)Cn2nnc(C(=O)NCc3cccs3)c2N)cc1
    8% | 1% | -7% | ? | -3% | 9% | -7%
> CCC(C(=O)Nc1nnc2n1CCS2)c1ccccc1 (stereo not drawn)
    3% | 0% | 9% | 34%[activator] | 14% | 3% | -1%
> Cn1c(=O)[nH]c(=O)c2c1nc(NCCc1ccccc1)n2Cc1ccc(F)cc1
    0% | 0% | -7% | 20% | 14% | 10% | -4%
> COc1ccc(NC(=O)Cn2nnc(C(=O)NCc3cccs3)c2N)cc1
    1% | 1% | 4% | 32%[activator] | -12% | 4% | 0%
> CCCOc1ccc(C2C(=O)N(C3CCCCCC3)CC(=O)N2Cc2ccccc2OC)cc1OC (stereo not drawn)
    5% | 0% | . | -5% | . | 16% | -11%
> COC(=O)c1ccc(Cl)cc1NC(=O)N1CCC(CN2CCC(C)CC2)CC1
    0% | -1% | -4% | 2% | -3% | 3% | 0%
> O=C(Nc1ccc(F)cc1)c1cccc(N2CCCS2(=O)=O)c1
    0% | 1% | -19% | 2% | -4% | -15% | -4%
> COc1cc(C(=O)NC(c2ccc(Cl)cc2)c2cc(Cl)c3cccnc3c2O)cc(OC)c1OC (stereo not drawn)
    -5% | 0% | -16% | -18% | 5% | ? | -1%
> Cc1cccc(NC(=O)N2CCC(n3c(C)nc4cccnc43)CC2)c1
    3% | 0% | -31% | 8% | 2% | 2% | -9%
> Cc1ccc2c(c1)N(C(=O)N1CCC(C(=O)NCCC3=CCCCC3)CC1)CC(C)O2 (stereo not drawn)
    2% | 0% | 0% | ? | 2% | -7% | 1%
> COc1cc2ccccc2cc1C(=O)N1CCN(c2nc3c(F)cc(F)cc3s2)CC1
    0% | -1% | -28% | 12% | 6% | 4% | -1%
> CCOCCn1ccc2c(OCC(=O)NCc3ccc(F)cc3)cccc2c1=O
    -2% | 0% | -11% | 33% | 5% | 5% | -1%
> CC(=O)Nc1ccc(S(=O)(=O)NCCc2csc3nc(-c4cccc(C)c4)nn23)cc1
    -6% | -3% | -4% | 15% | 0% | 0% | -11%
> CCc1cccc(CC)c1NC(=O)Cc1csc(C)n1
    3% | -2% | 13% | 6% | 2% | -6% | 1%
> CCCCNC(=O)c1ccc2c(c1)NC(=O)C(C(C)C)N2 (stereo not drawn)
    -4% | 0% | 0% | -3% | -2% | 1% | -2%
> Cc1ccc(CCNc2nc3ccccc3c3nc(-c4cccnc4)nn23)cc1
    0% | 0% | -17% | 0% | 22% | -2% | 0%
> COc1cccc(NC(=O)Cn2c(=O)n(-c3ccc(C)cc3)c(=O)c3ccccc32)c1
    -15% | -1% | 14% | -7% | ? | 1% | -7%
> Cc1cccn2c(=O)cc(CSc3nnc(NC(=O)COc4ccccc4)s3)nc12
    0% | 1% | -29% | 5% | 40µM* | -5% | 0%
> CCCCn1c(CN2CCN(c3ccc(OC)cc3)CC2)nc2c1c(=O)[nH]c(=O)n2C
    8% | 0% | -12% | 6% | 5% | 1% | -3%
> COc1ccc(-n2c(SCc3ccccc3)nc3c([nH]c4ccccc43)c2=O)cc1
    0% | 1% | -15% | 8% | 5% | 2% | -2%
> Cc1ccc(C)c(Nc2nn3c(=O)c4ccc(C(=O)NCCC5=CCCCC5)cc4nc3s2)c1
    -4% | 0% | -4% | -26% | -4% | -16% | 2%
> COc1ccc(-c2noc(COc3ccc(Br)cc3C)n2)cc1OC
    3% | -2% | ? | -4% | 3% | 0% | -6%
> O=C(Nc1ccc(C(F)(F)F)cc1)c1cc(S(=O)(=O)NC2CCCCCC2)ccc1F
    1% | -1% | ? | 8% | 9% | 59%[activator] | -4%
> CCc1ccc(NCc2cccn2-c2nnc(N3CCCCCC3)s2)cc1
    -4% | -1% | -9% | 12% | -5% | 9% | 2%
> COc1cccc(CSc2nc3n(n2)C(c2cccnc2)C(C(=O)Nc2ccccc2C)=C(C)N3)c1 (stereo not drawn)
    1% | -2% | 4% | 13% | -1% | 0% | -1%

Some of these compounds in order of formula weight, highest first.
Results follow in this order: GALK inhibitor | B2AR arrestin ag | FH mod | p53null 39C tox | NTMT1 inhibitor | p53null 32C kill | TSG101-PTAP inh
> COc1cccc(CSc2nc3n(n2)C(c2cccnc2)C(C(=O)Nc2ccccc2C)=C(C)N3)c1 (stereo not drawn)
    1% | -2% | 4% | 13% | -1% | 0% | -1%
> O=C(Nc1ccc(C(F)(F)F)cc1)c1cc(S(=O)(=O)NC2CCCCCC2)ccc1F
    1% | -1% | ? | 8% | 9% | 59%[activator] | -4%
> CC(=O)Nc1ccc(S(=O)(=O)NCCc2csc3nc(-c4cccc(C)c4)nn23)cc1
    -6% | -3% | -4% | 15% | 0% | 0% | -11%
> Cc1cccn2c(=O)cc(CSc3nnc(NC(=O)COc4ccccc4)s3)nc12
    0% | 1% | -29% | 5% | 40µM* | -5% | 0%
> CCc1ccc(NCc2cccn2-c2nnc(N3CCCCCC3)s2)cc1
    -4% | -1% | -9% | 12% | -5% | 9% | 2%

Next part:
Results follow in this order: GALK inhibitor | B2AR arrestin ag | FH mod | p53null 39C tox | NTMT1 inhibitor | p53null 32C kill | TSG101-PTAP inh
> Cc1cc(C)c2c(-n3cccc3)c(C(=O)NCc3cccc(F)c3)sc2n1
    ? | -1% | -2% | -4% | 11% | 5% | -1%
> Cc1ccccc1NC(=O)c1cc2ccccc2o1
    2% | 0% | 0% | -9% | -21% | ? | -2%
> COCCCNc1nc2c(c(=O)n(Cc3ccccc3)c(=O)n2C)n1C
    4% | -2% | -12% | -23% | 5% | 3% | -1%
> Cc1ccc2nc(/C(C#N)=C/c3ccc(-c4ccc(F)cc4F)o3)[nH]c2c1
    -4% | -1% | -9% | 7.9µM* | ? | -16% | -12%
> CC(C)CCNC(=O)c1ccc(NC(=O)N2CCCCc3ccccc32)cc1
    0% | 1% | 0% | -9% | -2% | -6% | 3%
> Cc1ccc(NC(=O)Cn2nc(C(=O)Nc3ccc(C)cc3)ccc2=O)cc1
    ? | -2% | -1% | -20% | -4% | 2% | 0%
> Cc1oc(-c2cccc(Cl)c2)nc1CN1CCC(C(=O)NCCCN2CCN(c3ccc(F)cc3)CC2)CC1
    2% | 0% | 4% | 0% | ? | 0% | 0%
> Cc1sc2ncn(CC(=O)Nc3ccc(C(C)C)cc3)c(=O)c2c1S(=O)(=O)N1CCN(c2ncccn2)CC1
    -14% | 1% | 0% | -2% | -1% | -7% | 1%
> CCCSc1ncc(Cl)c(C(=O)Nc2c(C(=O)Nc3ccc(C)cc3)oc3ccccc23)n1
    -1% | -1% | -3% | 20% | 2% | 2% | -1%
> CCOc1ccc(N(C(C)C(=O)NCCSc2ccc(Cl)cc2)S(C)(=O)=O)cc1 (stereo not drawn)
    -1% | 1% | -13% | 23% | ? | 19% | 1%
> COc1cccc(CNC(=O)NCc2noc3ccc(C)cc23)c1
    0% | 0% | -3% | -27% | 6% | -5% | 2%

Three compounds from above, reduced to NTMT1 inhibitor:
smiles	NTMT1 inhibitor
CCCSc1ncc(Cl)c(C(=O)Nc2c(C(=O)Nc3ccc(C)cc3)oc3ccccc23)n1	2%
Cc1sc2ncn(CC(=O)Nc3ccc(C(C)C)cc3)c(=O)c2c1S(=O)(=O)N1CCN(c2ncccn2)CC1	-1%
Cc1oc(-c2cccc(Cl)c2)nc1CN1CCC(C(=O)NCCCN2CCN(c3ccc(F)cc3)CC2)CC1	?

Only part of the results is shown; rates above refer to the full screens.
